Bioassay records as filed in PubChem BioAssay.
KKLEB tox – reduces viability of KKLEB cystic fibrosis airway cells | AID 602141 | KKLEB CF airway cells viability, ATPlite luminescence, overnight; hits give low values; cells stimulated with P. aeruginosa culture filtrate | activity change (cytotoxicity), % at 5 µM | 0.36% of 360,000 active;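 active means corrected activity change at or below -50% at 5 µM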
Shn3 3UTR inh – inhibitors of Schnurri-3 3'UTR reporter in osteoblasts; AID 588674; Clone20 osteoblast Shn3 3'UTR firefly luciferase, 24 h; inhibition, % at 12.5 µM; 0.52% of 360,000 active;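 active means mean inhibition of at least 75% with every replicate also reaching 75%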;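 further: 0% = median of neutral control wells and 100% = pilot-screen positive control compound; some compounds past the cut are filed as inactive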
TRAIL sens C8 – caspase-8 TRAIL sensitization. NB7+C8 cells + TRAIL, ATPlite viability luminescence. inhibition (viability loss, TRAIL sensitization), % at 10 µM. 1% of 360,000 active;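 active means compounds causing at least 50% loss of cell viability in the single-dose screen, relative to plate controls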
NR2E3 ag-1 – human photoreceptor-specific nuclear receptor agonism; Q9Y5X4; CHO-S Gal4-NCOR/VP16-NR2E3 two-hybrid, luciferase; inhibition of corepressor binding, % at 3.98 µM; 0.35% of 360,000 active; AID 602229;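 active means inhibition above the mean of all tested compounds plus 3 SD, cut at about 70% in these data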;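 further: 0% = DMSO with NR2E3 transfected cells and 100% = cells lacking NR2E3 construct; higher means lower luciferase signal from less NR2E3 corepressor binding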
Target sequence (Q9Y5X4 whole entry, looked up, the tested form may be a part): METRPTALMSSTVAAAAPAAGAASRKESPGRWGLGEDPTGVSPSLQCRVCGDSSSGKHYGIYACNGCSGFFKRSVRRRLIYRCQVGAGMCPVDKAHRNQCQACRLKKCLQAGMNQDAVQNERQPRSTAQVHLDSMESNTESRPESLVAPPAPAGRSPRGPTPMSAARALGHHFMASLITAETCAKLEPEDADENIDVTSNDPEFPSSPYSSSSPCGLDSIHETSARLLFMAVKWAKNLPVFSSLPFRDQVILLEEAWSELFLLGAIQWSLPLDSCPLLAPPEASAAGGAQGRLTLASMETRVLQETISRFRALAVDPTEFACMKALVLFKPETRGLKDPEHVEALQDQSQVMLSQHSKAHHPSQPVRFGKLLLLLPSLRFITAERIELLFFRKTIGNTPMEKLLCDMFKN
TROY NFkB inh – TROY signaling inhibition. Q293 LMP1-TROYcd NF-kB luciferase reporter, 4 h. 0.98% of 360,000 active. AID 1347056. inhibition, % at 10 µM;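 active means compounds whose plate-normalised and pattern-corrected inhibition of the luciferase reporter signal at the single screening dose is 50% or more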
TWEAK-Fn14 inh – TWEAK-Fn14 signaling inhibition. TWEAK-stimulated Fn14 reporter cells, luciferase luminescence, 8 h. inhibition, % at 10 µM. 2% of 360,000 active; in the data active means inhibition above about 50%
CF NFkB block – blocks PAF-induced NF-kB reporter in cystic fibrosis cells; inhibition, % at 5 µM; KKLEB NF-kB-GFP reporter, GFP fluorescence overnight; 0.86% of 360,000 active;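 active means at least 50% inhibition at 5 µM, scaled per plate between neutral and stimulator controls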;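 further: PAF is a Pseudomonas aeruginosa culture filtrate used as stimulus; plate controls were PAF-stimulated DMSO wells for no effect and unstimulated DMSO wells for full effect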
TRPM1 prom inh – reduces MITF-dependent TRPM1 promoter luciferase signal. SK-MEL-5 TRPM1 promoter luciferase, 24 h. inhibition, % at 12.5 µM. 0.83% of 330,000 active;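 active means mean inhibition across replicates of 60% or more, whatever share of single replicates reaches that level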; further: values of inactives mirror those of a sister screen read the other way
Peg3 prom inh – reduces Peg3 promoter-driven luciferase expression in HeLa; HeLa PEG-Prom luciferase reporter, luminescence, overnight; inhibition, % at 20 µM; 1.7% of 360,000 active;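 active means inhibition of at least 50% at 20 µM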
NR2E3 ag-2 – activates human photoreceptor nuclear receptor NR2E3; Q9Y5X4; GST-NR2E3/biotin-RetCOR TR-FRET, 1536-well; inhibition of corepressor binding, % at 4.78 µM; 0.12% of 320,000 active; AID 2300;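 active means percent inhibition above the cutoff of mean plus 3 SD of all tested compounds, set per screening campaign, cut at about 20% in these data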;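 further: 0% = DMSO wells and 100% = biotin wells as full block of FRET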
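Material – GST-tagged NR2E3 plus biotinylated RetCOR corepressor · Quantity – NR2E3 fusion 1.35 nM · Times – 5 h incubation at 4 °C · Medium – pH 7.5 Tris-based buffer · Technique – TR-FRET, Eu(K)-anti-GST donor, streptavidin-D2 acceptor, ex 340, em 617/671 nm · Benchmarks – high control biotin, low control 0.6% DMSO · Format – 1536-well plates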
HIF-2a block – inhibitors of HIF-2a; 0.72% of 360,000 active; 786-0 RCC cells HIF-2a reporter, luciferase luminescence, overnight; inhibition, % at 18.8 µM;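 active means inhibition of the luminescence signal of 40% or more relative to plate controls, in a single-dose primary screen at 18.75 µM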
Numbers without * were called inactive. Only part of the results is shown, so the mix of outcomes need not match the whole.

Screening CC(=O)N1CCc2cc(Br)cc(S(=O)(=O)N3CCCCC3)c21 returned KKLEB tox 7, Shn3 3UTR inh -4, TRAIL sens C8 -6, NR2E3 ag-1 -21, TROY NFkB inh 1, TWEAK-Fn14 inh 5, CF NFkB block 6, TRPM1 prom inh 10, Peg3 prom inh 15, NR2E3 ag-2 1 and HIF-2a block 21.
CCOc1ccc(C(=O)NCC(=O)OCC(=O)N2CCCC2)cc1 was read as KKLEB tox -12, Shn3 3UTR inh 12, TRAIL sens C8 -3, NR2E3 ag-1 17, TROY NFkB inh 1, TWEAK-Fn14 inh 4, CF NFkB block -14, TRPM1 prom inh 5, Peg3 prom inh -6, NR2E3 ag-2 -1 and HIF-2a block -1.
`CCCCNC(=S)NNC(=O)c1cc(C)on1` gave KKLEB tox -5, Shn3 3UTR inh -1, TRAIL sens C8 -3, NR2E3 ag-1 -11, TROY NFkB inh -18, TWEAK-Fn14 inh -6, CF NFkB block 11, TRPM1 prom inh 18, Peg3 prom inh 11, NR2E3 ag-2 0 and HIF-2a block -23.
O=C(O)COc1ccc(C(NC(=O)c2c(F)cccc2F)NC(=O)c2c(F)cccc2F)cc1 was read as KKLEB tox 5, Shn3 3UTR inh -13, TRAIL sens C8 -13, NR2E3 ag-1 -1, TROY NFkB inh 17, TWEAK-Fn14 inh 15, CF NFkB block 3, TRPM1 prom inh -19, Peg3 prom inh -4, NR2E3 ag-2 0 and HIF-2a block 13.
`CC(C)COC(=O)Cn1cnc2ccc(Br)cc2c1=O` gave KKLEB tox 0, Shn3 3UTR inh -7, TRAIL sens C8 5, NR2E3 ag-1 -12, TROY NFkB inh -31, TWEAK-Fn14 inh -2, CF NFkB block 3, TRPM1 prom inh -8, Peg3 prom inh -43, NR2E3 ag-2 -1 and HIF-2a block -29.
`NNc1nc2c(-c3ccc(Cl)cc3)nnn2c2ccccc12` gave KKLEB tox -2, Shn3 3UTR inh -92, TRAIL sens C8 37, NR2E3 ag-1 -103, TROY NFkB inh -38, TWEAK-Fn14 inh -22, CF NFkB block -35, TRPM1 prom inh -40, Peg3 prom inh -251, NR2E3 ag-2 3 and HIF-2a block -265.
CCOc1ccccc1OCCCC(=O)NCCc1ccc(S(N)(=O)=O)cc1 was read as KKLEB tox 1, Shn3 3UTR inh -15, TRAIL sens C8 9, NR2E3 ag-1 7, TROY NFkB inh 9, TWEAK-Fn14 inh -4, CF NFkB block -6, TRPM1 prom inh -2, Peg3 prom inh 10, NR2E3 ag-2 2 and HIF-2a block 12.
Screening O=C(Nc1ccccc1C(F)(F)F)C1CCN(C(=O)Cc2ccccc2)CC1 returned KKLEB tox 18, Shn3 3UTR inh -1, TRAIL sens C8 -17, NR2E3 ag-1 3, TROY NFkB inh 11, TWEAK-Fn14 inh -5, CF NFkB block -53, TRPM1 prom inh 7, Peg3 prom inh -1, NR2E3 ag-2 2 and HIF-2a block 12.
Screening COC(=O)/C(C#N)=C1/SC=C(C)N1c1ccccc1 returned KKLEB tox 4, Shn3 3UTR inh 10, TRAIL sens C8 -6, NR2E3 ag-1 1, TROY NFkB inh 9, TWEAK-Fn14 inh -1, CF NFkB block 8, TRPM1 prom inh 6, Peg3 prom inh 7, NR2E3 ag-2 6 and HIF-2a block 11.
Screening C=CCN1[C@H](COCc2ccccc2)C=CS1(=O)=O returned KKLEB tox 9, Shn3 3UTR inh 8, TRAIL sens C8 13, NR2E3 ag-1 6, TROY NFkB inh 11, TWEAK-Fn14 inh -10, CF NFkB block -19, Peg3 prom inh -7 and HIF-2a block -4.
For OCCN(CCO)CC(O)COCCC12CC3CC(CC(C3)C1)C2 (configuration not stated) the results were KKLEB tox -4, Shn3 3UTR inh 4, TRAIL sens C8 5, NR2E3 ag-1 -5, TROY NFkB inh 11, TWEAK-Fn14 inh -13, CF NFkB block 9, TRPM1 prom inh -4, Peg3 prom inh -1, NR2E3 ag-2 -2 and HIF-2a block 16.
Screening COC(=O)CNC(=O)COC(=O)Cc1ccc(Cl)cc1 returned KKLEB tox 4, Shn3 3UTR inh -17, TRAIL sens C8 -5, NR2E3 ag-1 -7, TROY NFkB inh -17, TWEAK-Fn14 inh 9, CF NFkB block -1, TRPM1 prom inh 15, Peg3 prom inh 12, NR2E3 ag-2 -2 and HIF-2a block 7.
CCCNC(=O)C1(C)CCN(C(=O)c2cc(F)ccc2C)C1 (configuration not stated) was read as KKLEB tox -8, Shn3 3UTR inh -57, TRAIL sens C8 5, NR2E3 ag-1 -17, TROY NFkB inh -3, TWEAK-Fn14 inh -5, CF NFkB block 28, Peg3 prom inh -2 and HIF-2a block 8.
`CCOC(=O)N1CCN(Cc2nc(-c3cccc(C)c3)no2)CC1` gave KKLEB tox 0, Shn3 3UTR inh -13, TRAIL sens C8 1, NR2E3 ag-1 -16, TROY NFkB inh -21, TWEAK-Fn14 inh -7, CF NFkB block -2, TRPM1 prom inh 7, Peg3 prom inh -19, NR2E3 ag-2 2 and HIF-2a block -37.
For CSc1n[nH]c(-c2ccc(C(F)(F)F)cc2)n1 the results were KKLEB tox -7, Shn3 3UTR inh -77, TRAIL sens C8 0, NR2E3 ag-1 -60, TROY NFkB inh -8, TWEAK-Fn14 inh -4, CF NFkB block 13, TRPM1 prom inh -39, Peg3 prom inh -144, NR2E3 ag-2 1 and HIF-2a block -174.
For COc1ccc(NC(=O)CSc2nc3ccccc3c(=O)n2CCCN2CCCCC2)c(OC)c1 the results were KKLEB tox 2, Shn3 3UTR inh -2, TRAIL sens C8 -7, NR2E3 ag-1 -17, TROY NFkB inh -6, TWEAK-Fn14 inh -29, CF NFkB block -6, TRPM1 prom inh 0, Peg3 prom inh -3, NR2E3 ag-2 1 and HIF-2a block 14.
`CCOC(=O)CSc1cc(CS(=O)(=O)c2ccccc2)nc(-c2ccccc2)n1` gave KKLEB tox 2, Shn3 3UTR inh 8, TRAIL sens C8 -15, NR2E3 ag-1 -13, TROY NFkB inh 11, TWEAK-Fn14 inh -5, CF NFkB block 4, TRPM1 prom inh 7, Peg3 prom inh 3, NR2E3 ag-2 3 and HIF-2a block 15.
Screening O=C(COC(=O)c1cccc(Br)c1)NCCc1ccc(F)cc1 returned KKLEB tox 6, Shn3 3UTR inh 11, TRAIL sens C8 -10, NR2E3 ag-1 25, TROY NFkB inh 0, TWEAK-Fn14 inh 6, CF NFkB block 7, TRPM1 prom inh -1, Peg3 prom inh -11, NR2E3 ag-2 2 and HIF-2a block 10.
For CC(=O)N1CCN(c2ccc(NCc3ccco3)cc2)CC1 the results were KKLEB tox -9, Shn3 3UTR inh 2, TRAIL sens C8 -8, NR2E3 ag-1 9, TROY NFkB inh 6, TWEAK-Fn14 inh 6, CF NFkB block 5, TRPM1 prom inh -6, Peg3 prom inh -43, NR2E3 ag-2 1 and HIF-2a block -48.
`COc1ccc(C2CC(=O)C3=C(C2)Nc2ccccc2N(C(C)=O)C3c2ccco2)cc1` (configuration not stated) gave KKLEB tox 2, Shn3 3UTR inh -6, TRAIL sens C8 -17, NR2E3 ag-1 -13, TROY NFkB inh -10, TWEAK-Fn14 inh 1, CF NFkB block -10, TRPM1 prom inh 5, Peg3 prom inh 11, NR2E3 ag-2 1 and HIF-2a block 9.
For COc1ccc(CNC(=O)CN(C(=O)CCC(=O)Nc2ccccn2)c2cc(C)ccc2C)cc1 the results were KKLEB tox -26, Shn3 3UTR inh 13, TRAIL sens C8 -18, NR2E3 ag-1 -4, TROY NFkB inh -2, TWEAK-Fn14 inh -3, CF NFkB block 14, TRPM1 prom inh 5, Peg3 prom inh 8, NR2E3 ag-2 -5 and HIF-2a block 21.
Screening Cc1ccc(/C=C2/SC(=S)N(CC(=O)Nc3ncc(Cc4ccc(C)cc4)s3)C2=O)cc1 returned KKLEB tox -2, Shn3 3UTR inh 1, TRAIL sens C8 34, NR2E3 ag-1 -13, TROY NFkB inh -15, TWEAK-Fn14 inh -2, CF NFkB block 10, TRPM1 prom inh -13, Peg3 prom inh 5, NR2E3 ag-2 -4 and HIF-2a block 13.
For Cc1ccc(C(NC(=O)C2CCN(Cc3ccc(Cl)c(Cl)c3)CC2)c2ccccn2)cc1 (configuration not stated) the results were KKLEB tox -6, Shn3 3UTR inh 2, TRAIL sens C8 2, NR2E3 ag-1 23, TROY NFkB inh 29, TWEAK-Fn14 inh 5, CF NFkB block 11, Peg3 prom inh -6 and HIF-2a block 3.
Screening O[C@@H]1C[C@H](c2ccc(Cl)cc2)N(CC2CCCCC2)C[C@H]1n1cc(C2CC2)nn1 returned KKLEB tox 7, Shn3 3UTR inh 3, TRAIL sens C8 10, NR2E3 ag-1 -20, TROY NFkB inh -6, TWEAK-Fn14 inh 6, CF NFkB block -1, Peg3 prom inh 5 and HIF-2a block 3.
For O=C(/C=C/c1ccc(S(=O)(=O)N2CCOCC2)cc1)N1CCN(c2ccccc2)CC1 the results were KKLEB tox 0, Shn3 3UTR inh 47, TRAIL sens C8 17, NR2E3 ag-1 -4, TROY NFkB inh 15, TWEAK-Fn14 inh 23, CF NFkB block 11, TRPM1 prom inh 7, Peg3 prom inh 66*, NR2E3 ag-2 3 and HIF-2a block 14.
`O=C(O)[C@H](Cc1ccccc1)NC(=O)C(c1ccccc1)(c1ccccc1)c1ccccc1` gave KKLEB tox 42, Shn3 3UTR inh 12, TRAIL sens C8 -6, NR2E3 ag-1 10, TROY NFkB inh 4, TWEAK-Fn14 inh 14, CF NFkB block 6, TRPM1 prom inh 5, Peg3 prom inh 8, NR2E3 ag-2 1 and HIF-2a block 10.

Part of the list above in order of length of the SMILES, smallest number first:
`COc1ccc(C2CC(=O)C3=C(C2)Nc2ccccc2N(C(C)=O)C3c2ccco2)cc1` (configuration not stated) gave KKLEB tox 2, Shn3 3UTR inh -6, TRAIL sens C8 -17, NR2E3 ag-1 -13, TROY NFkB inh -10, TWEAK-Fn14 inh 1, CF NFkB block -10, TRPM1 prom inh 5, Peg3 prom inh 11, NR2E3 ag-2 1 and HIF-2a block 9.
`O=C(O)[C@H](Cc1ccccc1)NC(=O)C(c1ccccc1)(c1ccccc1)c1ccccc1` gave KKLEB tox 42, Shn3 3UTR inh 12, TRAIL sens C8 -6, NR2E3 ag-1 10, TROY NFkB inh 4, TWEAK-Fn14 inh 14, CF NFkB block 6, TRPM1 prom inh 5, Peg3 prom inh 8, NR2E3 ag-2 1 and HIF-2a block 10.
Screening Cc1ccc(/C=C2/SC(=S)N(CC(=O)Nc3ncc(Cc4ccc(C)cc4)s3)C2=O)cc1 returned KKLEB tox -2, Shn3 3UTR inh 1, TRAIL sens C8 34, NR2E3 ag-1 -13, TROY NFkB inh -15, TWEAK-Fn14 inh -2, CF NFkB block 10, TRPM1 prom inh -13, Peg3 prom inh 5, NR2E3 ag-2 -4 and HIF-2a block 13.
